# Bioassay records from PubChem.
# H37Rv inhibition – M. tuberculosis growth inhibition, HTS (AID 449762) | M. tuberculosis H37Rv growth inhibition, 7H9 media; higher % means a stronger effect | inhibition, % at 25 µM, or IC50 in µM where a hit was titrated | 330,000 compounds, 0.59% hits; in the data active = a potency from the dose series; inconclusive = inhibition above about 70% without an active follow-up result;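 note: bacterial growth assessed after seven days of incubation; strong numbers were not always called active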
# influenza NS1A – H1N1 influenza NS1A inhibitors, functional cell based assay (AID 504329). inhibition, % at 12.5 µM; hits with a dose series show IC50 in µM. NS1A functional cell-based assay, percent inhibition; higher % means a stronger effect. 340,000 compounds, 0.3% hits; in the data active = a potency from the dose series; inconclusive = inhibition above about 27% without an active follow-up result; note: strong numbers were not always called active
# VEEV TC-83 Vero – inhibitors of VEEV TC-83 cytopathic effect, confirmation, Vero cells (AID 588727) | 350,000 compounds, 0.13% hits | Vero cells, VEEV TC-83 cytopathic effect inhibition; higher % means a stronger effect | one-dose inhibition, % at 20 µM; IC50 in µM for titrated hits; in the data active = a potency from the dose series; inconclusive = inhibition mostly from about 14% at the one dose, without a potency; inactive = the rest, 99 in 100 with inhibition below about 12%; note: strong numbers were not always called active
# PhoP GFP inhibition – PhoP regulon inhibitors, Salmonella typhi PhoP promoter GFP reporter, confirmatory (AID 1850); 310,000 compounds, 0.33% hits; Salmonella Typhi PhoP-promoter GFP reporter, fluorescence, 4 h; higher % means a stronger effect; inhibition, % at 50 µM, or IC50 in µM where a hit was titrated; in the data active = a potency from the dose series; inconclusive = inhibition mostly from about 25% at the one dose, without a potency; inactive = the rest, 99 in 100 with inhibition below about 19%;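 note: 0% = induced wells with vehicle and 100% = uninduced wells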
# M. tuberculosis – growth inhibition of non-replicating M. tuberculosis (AID 488890); 320,000 compounds, 0.39% hits; Mycobacterium tuberculosis non-replicating, growth inhibition; higher % means a stronger effect; one-dose inhibition, % at 25 µM; IC50 in µM for titrated hits; in the data active = a potency from the dose series; inconclusive = inhibition mostly from about 82% at the one dose, without a potency; inactive = the rest, 99 in 100 with inhibition below about 76%;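 note: plate controls were DMSO cells for no effect and high antibiotic wells for full effect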
# VEEV TC-83 Vero 10K pilot screen – second read-out of VEEV TC-83 Vero, no call of its own (marks repeat the call); inhibition, %; measured here: 10K pilot screen inhibition
# * hit, by the source's call; i = inactive; ? = inconclusive; / = not tested or not shown.
SMILES,H37Rv inhibition,influenza NS1A,VEEV TC-83 Vero,PhoP GFP inhibition,M. tuberculosis,others
COc1cc(CCC(=O)Nc2cccc(S(=O)(=O)N(C)C)c2)cc(OC)c1OC,2%,13%,0.0%,-20%,-15%,
O=C(CSc1ncc(-c2ccc(F)cc2)[nH]1)NCc1ccco1,7%,4%,i,25%,29%,
CCC(=O)Nc1ccc(Cl)c(Cl)c1,/,-8%,0.8%,/,/,
Cc1ccc(OCC(=O)N/N=C\c2ccncc2)c(C)c1,2%,0%,1.1%,5%,27%,
Cc1nnc(NC(=O)c2cc3n(n2)C(C(F)(F)F)CC(C2CC2)N3)s1 (stereo unspecified),-8%,-8%,0.6%,-8%,3%,
COc1ccc(/C=N/NC(=O)CCn2cnc(-c3ccccc3)c2-c2ccccc2)cc1,-2%,-1%,6.5%,0%,2%,
COC(=O)c1ccc2c(=O)[nH]c(COC(=O)c3c(-c4ccccc4)noc3C)nc2c1,3%,-5%,8.0%,-10%,-2%,
COc1ccc(C(C)=O)cc1CC(=O)Nc1ccccc1-c1ccccc1,7%,-19%,1.6%,2%,3%,
CC1CCCN(C(=O)c2ccc3c(c2)C(=O)N(CCC2=CCCCC2)C3=O)C1 (stereo unspecified),0%,27%,0.6%,19%,/,
CN(CC(=O)Nc1ccccc1Cl)C(=O)CSc1nncn1C,-11%,-12%,0.1%,4%,-13%,
COc1cccc(N/C(SCc2ccccc2F)=C(/C#N)C(=O)NCc2cccs2)c1,16%,1%,0.3%,-2%,5%,
O=C(Nc1ccncc1)Nc1ccccn1,0%,-17%,2.5%,-24%,-6%,
O=C1C(=O)N(C/C=C/c2ccccc2)c2ccccc21,3%,13%,0.6%,4%,69%,
COc1ccc(-c2noc(CCC(=O)N3CCN(c4ccccc4Cl)CC3)n2)cc1,/,-19%,1.2%,/,/,
O=C1c2cccc3cccc(c23)C(=O)N1CCc1ccccc1,22%,-7%,8.3%,4%,9%,

# Reprinted at random: 5 entries already listed.
SMILES,H37Rv inhibition,influenza NS1A,VEEV TC-83 Vero,PhoP GFP inhibition,M. tuberculosis,others
O=C1c2cccc3cccc(c23)C(=O)N1CCc1ccccc1,22%,-7%,8.3%,4%,9%,
COc1ccc(-c2noc(CCC(=O)N3CCN(c4ccccc4Cl)CC3)n2)cc1,/,-19%,1.2%,/,/,
COc1cc(CCC(=O)Nc2cccc(S(=O)(=O)N(C)C)c2)cc(OC)c1OC,2%,13%,0.0%,-20%,-15%,
O=C(Nc1ccncc1)Nc1ccccn1,0%,-17%,2.5%,-24%,-6%,
Cc1ccc(OCC(=O)N/N=C\c2ccncc2)c(C)c1,2%,0%,1.1%,5%,27%,

# Going on with the list.
SMILES,H37Rv inhibition,influenza NS1A,VEEV TC-83 Vero,PhoP GFP inhibition,M. tuberculosis,others
O=C(NCCc1ccccc1)c1cccc(S(=O)(=O)N2CCCCC2)c1,-13%,11%,1.8%,-8%,9%,
CCCC(C)C(=O)Nc1nc(C)c(-c2csc(Nc3cc(OC)ccc3OC)n2)s1 (stereo unspecified),11%,-4%,6.6%,-11%,-3%,
CC1=C(C(=O)Nc2ccc(F)cc2)C(c2ccncc2)C2=C(CCCC2=O)N1 (stereo unspecified),3%,3%,0.6%,-4%,8%,
COc1cc(CN2CCCC(N3CCN(c4ccc(F)cc4)CC3)C2)ccc1F (stereo unspecified),7%,22%,3.1%,11%,-4%,
O=C(CSc1nnc(-c2ccco2)o1)N1c2ccccc2CCc2ccccc21,-7%,-3%,0.4%,-15%,9%,
CC(=O)O[C@H]1[C@H]2O[C@]23[C@@H]2CC[C@]4(O)C[C@@H](O)CC[C@]4(C)C2CC[C@]3(C)[C@H]1c1ccc(=O)oc1 (stereo partly specified),-3%,3%,?,/,13%,
COC(=O)c1ccc2c(c1)NC(=O)C(N1CCOCC1)S2 (stereo unspecified),2%,21%,4.3%,4%,0%,
O=C(COC(=O)/C=C/c1ccccc1)NCCC1=CCCCC1,4%,6%,1.2%,-7%,77%,
CSc1nc(-c2ccco2)nn1C(=O)c1cccs1,-14%,2%,0.9%,0%,2%,
CC(CCc1ccccc1)N(C)CC(O)c1cccc([N+](=O)[O-])c1 (stereo unspecified),-7%,13%,6.1%,8%,-2%,
CCCc1nc2ccc(NC(=O)c3cccs3)cc2c(=O)n1Cc1ccccc1Cl,0%,-4%,3.8%,-9%,-12%,
COc1cccc(CN2CCN(Cc3nc(C(C)C)cs3)CC2CCO)c1 (stereo unspecified),7%,-3%,0.1%,-7%,11%,
O=C(NC1CCCC1)C(c1cccnc1)N(C(=O)c1csnn1)c1ccccc1Cl (stereo unspecified),-7%,99%,1.1%,4%,5%,
COCCNC(=O)c1ccc2c3n(nc2c1)-c1ccc(C)cc1CO3,2%,0%,0.6%,-13%,-4%,
CCc1nc2cccnc2n1-c1ccc(CC(=O)NC(C)CC)cc1 (stereo unspecified),4%,-1%,0.6%,9%,2%,
Cc1ccc(C2C3=C(CC(C)(C)CC3=O)Nc3onc(C)c32)cc1 (stereo unspecified),-1%,-1%,6.2%,-3%,9%,
Oc1[nH]c2ccccc2c1N=Nc1c(F)c(F)c(C(F)(F)F)c(F)c1F,-5%,-18%,0.5%,-8%,-20%,
COc1cc2c(cc1OC)C(c1c(O)n(CCc3ccccc3)c(=S)[nH]c1=O)NCC2 (stereo unspecified),6%,/,/,-1%,2%,
CCc1ccc(Nc2cc(C(=O)NCCCN3CCOCC3)c3ccccc3n2)cc1,8%,-1%,6.2%,-10%,/,
CCOC(=O)N1CCN(C(=O)CSc2nc3c(cnn3-c3ccc(C)cc3)c(=O)[nH]2)CC1,-6%,-2%,?,2%,20%,
O=C(NCCNc1ccc([N+](=O)[O-])cc1)c1ccccc1F,4%,-5%,i,-8%,33%,
CCN(CCCCCCN)c1ccc2c(=O)[nH][nH]c(=O)c2c1,9%,6%,1.1%,3%,28%,
COc1ccccc1C(CNC(=O)c1cccc(NS(=O)(=O)c2ccc(C)c(F)c2)c1)N1CCCC1 (stereo unspecified),-2%,1%,8.2%,3%,50%,
CCOC(=O)/C(C#N)=C/c1c(N2CCN(c3ccccc3)CC2)nc2c(C)cccn2c1=O,-2%,14%,i,-5%,2%,
O=C(COC(=O)CNC(=O)c1ccc(-c2ccccc2)cc1)NCc1ccco1,-5%,0%,i,-15%,24%,
Cc1ccc2oc(=O)c3cnn(CC(=O)N4CCCCC4C)c3c2c1 (stereo unspecified),-2%,28%,4.6%,-8%,-17%,
CC(C)c1cccc(OCCCCN(C)C)c1,-1%,8%,0.7%,8%,0%,
O=C(NC(Cc1ccc(F)cc1)C(=O)O)c1ccccc1 (stereo unspecified),-7%,8%,0.6%,10%,5%,
COc1cccc(CN(C)CC(=O)NCc2ccc(F)cc2)c1OC,9%,-4%,i,-8%,6%,
CC(C)CNc1nc(S(=O)(=O)c2ccccc2)c(Cl)s1,1%,2%,0.4%,-8%,21%,
CCn1c(SCc2nc3ccccc3c(=O)[nH]2)nnc1C(C)NC(=O)c1ccccc1F (stereo unspecified),-8%,1%,0.1%,5%,-22%,
COc1nnc(-c2ccc(N3CCOCC3)c(NC(=O)c3ccco3)c2)c2ccccc12,51%,-11%,14%,-5%,40%,
O=C1S/C(=C\C=C\c2ccco2)C(=O)N1c1ccc(O)cc1,65%,6%,5.6%,-3%,54%,
Cc1cc(Cl)ccc1OCC(=O)N/N=C1\CCCc2ccccc21,-3%,0%,1.3%,0%,-3%,
CCOC(=O)N1CCC(C(=O)NNC(=O)c2ccc(Cl)cc2Cl)CC1,2%,0%,0.7%,-10%,-2%,
CC(C)(C)c1ccccc1OCC(O)CN1CCN(c2ccccn2)CC1 (stereo unspecified),11%,-12%,i,-5%,46%,
Cc1cccnc1NC(=S)NC(=O)c1cncc(Br)c1,41%,-5%,0.8%,-1%,?,
Cc1cccc(C(CC(=O)N2CCCC2)c2ccccc2)c1O (stereo unspecified),-8%,3%,1.8%,5%,-1%,
COc1ccc(/C=N/NC(=S)Nc2ccccc2)cc1COc1ccc(F)cc1,6%,19%,i,7%,-19%,
COc1cccc(NC(=O)CCC2CCN(C(=O)c3cccc(NC(C)=O)c3)CC2)c1,-2%,-14%,4.1%,-7%,-4%,
O=C(O)c1ccc(NC2=C(N3CCOCC3)C(=O)c3ccccc3C2=O)cc1,8%,1%,0.1%,-1%,-6%,
O=C(NC(=S)NCc1ccccc1Cl)c1cccs1,7%,-5%,5.5%,/,77%,
CC(C)OC(=O)CC(=O)CSc1nc2c(cc1C#N)CCCCCC2,3%,-6%,1.3%,-7%,11%,
COc1ccc(S(=O)(=O)N2CCCCCC2)cc1C(=O)OCC(=O)Nc1cc(C)on1,0%,/,/,-6%,2%,
O=C(OCCN1C(=O)c2ccccc2C1=O)c1cccc(OC(F)F)c1,4%,-14%,i,4%,43%,

# Next section; it opens with the 3 that closed the last part.
SMILES,H37Rv inhibition,influenza NS1A,VEEV TC-83 Vero,PhoP GFP inhibition,M. tuberculosis,others
CC(C)OC(=O)CC(=O)CSc1nc2c(cc1C#N)CCCCCC2,3%,-6%,1.3%,-7%,11%,
COc1ccc(S(=O)(=O)N2CCCCCC2)cc1C(=O)OCC(=O)Nc1cc(C)on1,0%,/,/,-6%,2%,
O=C(OCCN1C(=O)c2ccccc2C1=O)c1cccc(OC(F)F)c1,4%,-14%,i,4%,43%,
COC(=O)c1cn(C(=O)c2ccc(OC)c(OC)c2)c2ccccc12,0%,-2%,0.1%,-4%,3%,
CNC(=S)N/N=C/c1ccccc1Cl,7%,-2%,1.4%,-5%,?,
COc1ccc(C(CNC(=O)c2ccc(OCc3c(C)noc3C)cc2)N2CCCC2)cc1 (stereo unspecified),0%,-2%,1.0%,/,-15%,
CN1C/C(=C\c2ccc(N3CCOCC3)cc2)C(=O)/C(=C/c2ccc(N3CCOCC3)cc2)C1,-4%,17%,21%,0%,9%,VEEV TC-83 Vero 10K pilot screen=19
c1cncc(CNc2ncnc3ccc(-c4ccc5c(c4)OCCO5)cc23)c1,7%,1%,0.7%,/,27%,
CCN(CC(=O)Nc1cccc(F)c1)CC(=O)Nc1ccccc1OC,12%,-3%,0.7%,-6%,-2%,
O=C(COc1ccccc1)NCC(=O)N/N=C/c1cc(Br)ccc1OCc1ccccc1,15%,4%,7.0%,2%,50%,
CC1CCC2(CC1)NC(=O)N(CC(=O)N1CCN(c3ccccc3)CC1)C2=O (stereo unspecified),-1%,-4%,1.5%,/,-15%,
COc1ccc(C(=O)CSc2ncn[nH]2)cc1OC,-8%,-4%,1.6%,-13%,5%,
Cc1cc(OC(C)C(=O)N2C[C@H]3C[C@@H](C2)c2cccc(=O)n2C3)c2c(C)c(C)c(=O)oc2c1 (stereo partly specified),-1%,-1%,1.8%,-6%,-6%,
Cc1cccc(OCc2ccccc2)n1,/,12%,i,/,/,
CCOC(=O)c1c(NC(=O)CN(C)C2CCN(C)CC2)sc(C(=O)Nc2ccccc2)c1C,2%,0%,?,-3%,64%,
NCCNc1ccc([N+](=O)[O-])c(NC2CC2)c1,0%,7%,0.2%,2%,18%,
CCOCCCNC(=O)C(c1ccc(OC)cc1)N(Cc1ccc2c(c1)OCO2)C(=O)CNC(C)=O (stereo unspecified),10%,1%,0.6%,3%,-7%,
COc1cccc(N2CCN(c3c(C#N)c(C(F)(F)F)nn3C)CC2)c1,1%,-3%,7.1%,-21%,17%,
CC1Sc2ccc(S(=O)(=O)CCC(=O)NC3CCCC(C)C3C)cc2NC1=O (stereo unspecified),2%,2%,2.2%,-31%,22%,
Cc1ccc(S(=O)(=O)N2CCCOC2CNC(=O)C(=O)NCc2ccccn2)cc1 (stereo unspecified),1%,-8%,0.6%,5%,15%,
Cn1ncc2c(=O)[nH]c(N)nc21,/,3%,3.4%,/,/,
Cc1ccc(SCC(=O)OCC(=O)NCc2ccco2)cc1,-8%,-3%,i,/,29%,
c1ccc(Cc2c[nH]c3ccccc23)cc1,1%,-11%,0.3%,-4%,6%,
CC(=O)Nc1cccc(NC(=O)CSc2ccc(-c3ccco3)nn2)c1,-11%,-9%,4.4%,0%,6%,
CCOC(=O)N1CC=C2C(C#N)=C(N)C(C#N)(C#N)[C@H](c3cccs3)[C@H]2C1,-1%,-1%,1.6%,-8%,2%,
Cc1ccc(C(=O)Nc2cnc3ccccc3c2)cc1,6%,15%,0.8%,1%,10%,
O=C(NCc1cccnc1)c1ccc(S(=O)(=O)N2CCCCC2)cc1,0%,-7%,0.5%,-7%,-24%,
CCCN(CC(=O)Nc1ccccc1OC)C(=O)CCC(=O)c1ccc(OCC)cc1,4%,-10%,i,/,27%,
